Compound activity: PubChem BioAssay, several laboratories
TbHK1 inh: blocks Trypanosoma brucei hexokinase 1 activity. recombinant TbHK1, G6PDH-coupled NADH A340. inhibition, % at 10 µM. hit rate 0.11% among 220,000. AID 1430;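 active = inhibition of 50% or more in the single-dose primary screen; inactive = inhibition below 50%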
PPC-1+TRAIL kill: PPC-1 cancer cell killing with TRAIL present; PPC-1 cells + TRAIL, ATPLite viability luminescence; hit rate 0.41% among 220,000; cell killing (% activity), % at 4 µM;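 active = cell killing above 50% in the first pass at 4 µM, then a duplicate retest at 5 µM averaging 50% or more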;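 also: plate controls were cells with TRAIL plus DMSO for no effect and medium-only wells lacking cells for full effect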
Furin inhibitor: inhibitors of human furin | purified furin, fluorogenic substrate cleavage | hit rate 0.061% among 220,000 | P09958 | inhibition, % at 30 µM; in the data active = inhibition above about 25%; also: inactives centre near -15
Thrombin inh: thrombin (human) inhibition | inhibition, % at 5 µM | alpha-thrombin, Boc-VPR-AMC fluorogenic substrate cleavage | hit rate 0.26% among 220,000 | AID 1046;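 active = inhibition at or above 40%; inactive = inhibition below 40%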;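 also: 0% = enzyme with no compound and 100% = wells without enzyme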
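signal = AMC fluorescence, 355/460 nm | material = human alpha-thrombin enzyme | control set = enzyme without compound as high, wells lacking enzyme as low | times = reaction at room temperature | read-out basis = percent inhibition scaled between no-compound controls and no-enzyme blanks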
EBV gp42 inh: blocks Epstein-Barr virus glycoprotein 42 binding; Q1HVG2; Fluorescence polarization binding assay, mP read-out; inhibition, % (tested at 21.74 µM); hit rate 0.42% among 220,000; in the data active = inhibition above about 50%
TRPML3 agonist: human mucolipin-3 channel agonism; Q8TDD5; HEK293 TRPML3-YFP, Fluo-8 calcium fluorescence; 100% = the carbachol control signal; activation, % at 3 µM; hit rate 0.29% among 220,000; AID 1448;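 active = activation above its plate's cutoff, the mean activation of the plate's test wells plus 3 SD, cut at about 12% in these data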;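 also: 0% = DMSO only wells and 100% = carbachol wells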
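Test system: HEK293 cells stably carrying human TRPML3-YFP; Doses: single dose, 3 µM final nominal compound, 0.3% DMSO final; Schedule: dye loading 1 h 37 °C then 30 min ambient, 125 s read; Technique: Fluo-8 calcium fluorescence; Benchmarks: high control carbachol 87 µM, low control DMSO.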
TRPN1 ag: agonists of zebrafish TRPN1 channel; HEK293 zebrafish TRPN1-YFP, Fluo-8 calcium fluorescence; 100% = response to 87 µM carbachol; activation, % at 3 µM; hit rate 0.18% among 220,000;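 active = activation above its plate's cutoff, the mean activation of test wells on that plate plus 3 SD, cut at about 19% in these data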;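 also: 0% = DMSO alone and 100% = 87 µM carbachol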
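Material: zebrafish TRPN1-YFP in HEK293 cells. Doses: one dose of 3 µM, 0.3% DMSO. Incubation: dye 1 h 37 °C plus 30 min RT. Measured by: intracellular calcium fluorescence with Fluo-8.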
Cl transport mod: modulators of human KCC2 chloride dependent transport; Q9H2X9; KCC2 cells, thallium flux FluoZin-2 fluorescence; B-score of Tl+ flux slope (higher = more flux/activation; lower = inhibition) at 10 µM; hit rate 2.2% among 190,000;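 active = thallium flux slope and its plate-corrected score both differing from the plate sample mean at a set confidence after two filtering rounds, in either direction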;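 also: slope of fluorescence scaled to starting intensity during 10 to 20 s after thallium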
Target sequence (Q9H2X9 whole entry, looked up): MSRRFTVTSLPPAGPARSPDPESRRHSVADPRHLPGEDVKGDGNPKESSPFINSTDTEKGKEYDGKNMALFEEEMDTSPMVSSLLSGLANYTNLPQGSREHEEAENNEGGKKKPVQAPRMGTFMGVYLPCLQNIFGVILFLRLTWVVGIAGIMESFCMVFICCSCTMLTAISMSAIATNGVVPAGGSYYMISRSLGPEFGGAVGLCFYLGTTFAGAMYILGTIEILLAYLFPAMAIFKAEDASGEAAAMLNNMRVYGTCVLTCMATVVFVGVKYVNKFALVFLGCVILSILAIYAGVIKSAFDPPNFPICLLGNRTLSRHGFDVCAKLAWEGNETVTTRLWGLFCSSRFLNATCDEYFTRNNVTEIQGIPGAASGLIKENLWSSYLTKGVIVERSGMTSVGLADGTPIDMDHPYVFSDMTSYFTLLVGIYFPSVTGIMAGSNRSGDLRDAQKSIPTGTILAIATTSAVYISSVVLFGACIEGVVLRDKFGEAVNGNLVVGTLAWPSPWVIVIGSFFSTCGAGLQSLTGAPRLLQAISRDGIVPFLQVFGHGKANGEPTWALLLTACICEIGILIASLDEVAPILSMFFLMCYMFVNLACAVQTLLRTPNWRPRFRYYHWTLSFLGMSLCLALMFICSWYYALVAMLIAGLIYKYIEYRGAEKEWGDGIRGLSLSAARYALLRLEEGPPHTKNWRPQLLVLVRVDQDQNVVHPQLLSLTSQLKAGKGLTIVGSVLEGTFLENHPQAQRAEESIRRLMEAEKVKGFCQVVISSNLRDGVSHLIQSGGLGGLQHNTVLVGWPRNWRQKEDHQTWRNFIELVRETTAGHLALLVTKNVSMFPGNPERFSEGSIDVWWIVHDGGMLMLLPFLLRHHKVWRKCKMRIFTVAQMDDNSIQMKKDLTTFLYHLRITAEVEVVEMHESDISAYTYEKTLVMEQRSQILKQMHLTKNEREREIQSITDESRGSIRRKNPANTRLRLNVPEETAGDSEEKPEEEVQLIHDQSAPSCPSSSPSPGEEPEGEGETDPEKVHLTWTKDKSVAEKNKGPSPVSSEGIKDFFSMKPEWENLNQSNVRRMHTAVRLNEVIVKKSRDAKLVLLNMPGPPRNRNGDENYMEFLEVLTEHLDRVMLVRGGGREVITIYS
m-calpain inh: inhibitors of pig calpain II; inhibition, % at 16 µM; purified calpain II, fluorogenic peptide substrate, 30 min; hit rate 0.37% among 220,000;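 active = inhibition above about 50%, limit read from the data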
Active calls of the source: *; · = no result given; [ ] = dose if it differs, or a comment.

molecule	TbHK1 inh	PPC-1+TRAIL kill	Furin inhibitor	Thrombin inh	EBV gp42 inh	TRPML3 agonist	TRPN1 ag	Cl transport mod	m-calpain inh
COc1cc(/C=C2\CCc3c2nc2ccccc2c3C(=O)O)cc(OC)c1OC	-9	52*[5 µM]	-13	0	-8	1.3	1.2	1.3	-44
CC1(C)C(=O)Nc2ccccc2N1C(=O)CSc1ncccn1	6	27	-4	2	-1	0.0	0.4	-0.6	2
CCC1CCCCN1C(=O)c1ccc(OC2CCN(C(=O)C3CC3)CC2)cc1 (centres undefined)	9	7	-7	1	-6	0.8	2.6	0.93	57*
Cc1cc(/C=C2\SC(N)=NC2=O)c(C)n1-c1ccccc1	-8	39	-6[20 µM]	1	-15	0.9	0.1	-0.71	-5
CN(C)CCNC(=O)c1c(CSc2ccccc2)noc1C(=O)NCc1ccccc1	6	5	-33	6	-19	·	·	-0.55	-11
Cc1cc(C(C)(C)C)oc1C(=O)N(CC(=O)NC1CCCC1)Cc1ccc(F)cc1	2	17	-18[20 µM]	1	-14	0.7	0.2	·	-3
CSc1nnc(-c2cc(C)on2)n1-c1ccccc1	32	3	-6	-2	7	0.9	-0.8	-0.61	11
CC(Sc1nnc(-c2ccc(O)cc2)o1)C(=O)Nc1cccc2ccccc12 (centres undefined)	-11	-30	-11[20 µM]	2	5	0.0	-0.9	·	49
CCOc1cccc2cc(-c3cn4cc(C)ccc4n3)c(=O)oc12	-21	46	-5	-3	29	-0.1	0.1	1.5	-65
Cc1ccccc1CN(C)CCc1ccccn1	-1	-2	-18	1	0	-0.1	2.1	0.046	-11
CN(Cc1ccccc1)C(=O)CSc1nc2cc(C(=O)N3CCC(C(N)=O)CC3)ccc2c(=O)n1-c1ccccc1	-14	2	-12	2	-16	1.1	0.2	-0.1	-8
Cc1ccc(NC(=O)CC2NCCNC2=O)cc1 (centres undefined)	-6	1	-22[20 µM]	4	-18	0.8	0.5	0.037	-22
CC(C)(C)NC(=O)C(c1ccco1)N(C(=O)c1csnn1)c1ccccc1 (centres undefined)	3	-12	-23	-15	-19	-0.1	0.1	·	10
COc1ccc(/C=C2/S/C(=N/N=C3\CC4CCC3(C)C4(C)C)NC2=O)cc1 (centres undefined)	-8	14	-13[20 µM]	4	-22	0.4	-0.5	-0.22	-59
COc1ccccc1NC(=O)CSc1nnc(-c2ccccn2)n1Cc1ccco1	3	1	-3	-10	-1	-0.5	-1.1	·	-39
COC(=O)c1nn(-c2ccc(OC)cc2)c(=O)cc1O	-7	26	-22	-12	-2	1.8	0.4	1.7	-11
CCOC(=O)C1CCCN(C(=O)c2cc(-c3ccc(C)cc3)nc3ccccc23)C1 (centres undefined)	-18	24	-32	-1	0	0.2	0.6	-1.7	-16
O=C(CCN1C(=O)c2ccccc2C1=O)Nc1cc(F)ccc1F	-8	-23	-14[20 µM]	-6	2	0.3	-0.8	·	25
S=C(NCCc1ccccc1)N1CCN(Cc2ccc(Cl)c(Cl)c2)CC1	4	-3	-4	6	-11	0.1	0.3	0.1	17
Cc1nn(-c2ccc(Cl)cc2Cl)c(=O)c2ccccc12	5	23	-20[20 µM]	-2	-14	-0.7	-0.4	-0.09	17
CCC(C(=O)N1CCN(C(=O)c2ccco2)CC1)c1ccccc1 (centres undefined)	2	10	-12[20 µM]	-7	-2	0.4	0.3	-0.59	9
CCCCCCCCCc1nc(N)n[nH]1	-1	-4	-22[20 µM]	-10	-11	0.1	-0.8	0.25	15
CCOC(=O)c1ccoc1CSCc1ccc(C(=O)OC)o1	-7	8	-21	-10	-4	-1.4	-1.7	·	-6
O=C(CN1C(=O)CSC1=O)Nc1ccc2c(c1)OCCO2	6	6	-23	-5	-8	0.3	-0.4	·	-21
CC(=O)N/C(=C/c1ccc2c(c1)OCO2)C(=O)NCc1ccccc1	-23	17	-9	9	16	0.5	0.9	·	-10
COc1ccc(C2NC(=S)NC(C)=C2C(=O)c2ccccc2)cc1OC (centres undefined)	-21	-22	-4	-5	-24	0.0	-0.7	-0.45	12
Brc1ccc(Cn2c(-c3cncs3)nc3ccccc32)cc1	-7	-4	-21[20 µM]	5	-15	-0.6	-1.6	-0.78	-10
COc1ccc(NC(=O)C(c2ccc(C)cc2)N(C)C(=O)Cc2cccs2)cc1 (centres undefined)	1	30	13	-1	2	-0.2	-0.2	0.47	30
Cc1nn(-c2ccccc2)c(C)c1/C=C/C(=O)OCC(=O)NC1CCS(=O)(=O)C1 (centres undefined)	-4	13	-27	-2	-1	-0.1	0.6	·	-23
O=C(NCCCn1ccnc1)C(=O)NCC1OCCN1S(=O)(=O)c1ccc(F)cc1 (centres undefined)	1	-27	-15	4	-18	0.4	0.2	0.0026	-19
O=C(COc1ccc(Cl)cc1)Nc1ccc(C(=O)NCc2cccnc2)cc1	0	-6	-20[20 µM]	3	-15	3.5	8.7	-0.46	16
CC(=O)Nc1cccc(N/C=C(\C=O)c2nc3ccccc3o2)c1	-25	19	-12	-5	-3	1.1	1.9	-0.49	-69
Cc1cc(C(=O)NNc2ccccc2F)no1	3	10	-16	-1	2	0.6	0.0	1.7	-4
CCn1c(SCC(=O)N2CCN(c3ccc(F)cc3)CC2)nc2ccccc2c1=O	1	30	-8[20 µM]	-5	5	-0.1	0.0	-0.69	-37
COC(=O)c1cc(S(=O)(=O)n2nc(C)c(Br)c2C)c(Cl)cc1Cl	4	6	-24[20 µM]	-3	-17	-0.2	-0.3	0.12	22
Cc1cc(NCCNC2=CC(=O)CCC2)nc2ccccc12	-11	14	-21[20 µM]	1	-6	-0.3	-1.4	-0.6	-7
C=CCN1C(=O)C(O)(CC(=O)c2c(C)n[nH]c2C)c2cc(Br)ccc21 (centres undefined)	8	10	0[20 µM]	-7	-22	0.6	-0.2	·	4
CCn1c(SCC(=O)c2c(N)n(C)c(=O)n(C)c2=O)nnc1-c1ccccc1	28	-8	-9	-4	0	0.7	0.6	1.3	-3
O=C(Cn1c(=O)n(CCc2c[nH]c3ccccc23)c(=O)c2cccnc21)Nc1ccccc1F	-3	12	-16	1	-15	0.5	0.0	-0.098	-56
O=P(O)(CP(=O)(c1ccccc1)c1ccccc1)c1ccccc1O	2	25	-21[20 µM]	-2	-6	0.6	0.4	-0.03	-12
CS(=O)(=O)NN1C(=O)c2ccccc2NC1c1cccs1 (centres undefined)	-8	17	-42	-3	-4	0.8	1.0	0.11	-406
COCCCN=C1NN=C(c2cc(C)n(-c3ccccc3F)c2C)CS1	-18	41	-26	1	-1	0.4	-0.6	-1.2	-12
COc1ccc(-c2cc3c(=O)n(CC(=O)NC4CCN(Cc5ccccc5)CC4)ncn3n2)cc1	2	7	-14[20 µM]	-2	-10	-0.3	0.2	·	20
Cc1cc(C)c2c(=O)[nH]c(=O)n(Cc3ccccc3)c2n1	-3	13	-23[20 µM]	-4	-100	0.2	-0.4	-0.25	-2
CCOC(=O)Nc1c(O)ccc2oc(C)c(-c3ccccc3)c12	-5	18	-28[20 µM]	20	10	-1.1	-1.9	-1.7	23
Cc1ccc([N+](=O)[O-])cc1S(=O)(=O)Nc1ccccn1	-4	13	-18	-1	8	0.4	0.8	0.88	-4
C=CCNC(=O)c1sc(=S)n(-c2ccc(C(=O)OCC)cc2)c1N	-15	9	-13	3	-5	0.8	-1.1	-1.1	-26
O=C(COc1ccccc1)N(Cc1cc2ccccc2[nH]c1=O)CC1CCCO1 (centres undefined)	-8	27	-20	-5	-25	1.2	1.9	0.047	-41
Cn1ccnc1Sc1ccccc1[N+](=O)[O-]	2	-2	-13	0	-15	1.0	1.4	-1.3	5
O=C(O)CCn1c(SCc2cc(=O)n3ccccc3n2)nc2ccsc2c1=O	-21	9	-12	15	-15	-0.6	0.6	-0.35	-28
O=C(NCc1ccco1)C1CC(c2ccccc2O)=NO1 (centres undefined)	1	8	7	-5	8	-0.6	-1.7	0.46	-25
O=C1C(C=NCCCn2ccnc2)=C(O)c2ccccc21	-56	·	-25[20 µM]	·	·	-0.4	-1.9	·	·
CSCCC1NC(=O)N(CC(=O)Nc2cccc3ccccc23)C1=O (centres undefined)	-4	34	-10[20 µM]	-7	-4	0.6	0.4	-0.26	-18
CC(C)CC(=O)NC(Nc1ccccc1F)C(Cl)(Cl)Cl (centres undefined)	4	5	-17[20 µM]	-1	9	-0.6	-1.7	-0.06	-24
CC1Cc2ccccc2N1C(=O)CCS(=O)(=O)c1cccc2nonc12 (centres undefined)	0	23	-14	-8	-6	0.0	0.1	-1.4	-43
Cc1ccc(NC(=O)c2oc3ccccc3c2NC(=O)c2ccc3c(c2)OCO3)cc1	-23	12	-17	-5	-13	0.7	0.3	·	-48
CS(=O)(=O)N(CC(=O)N1CCN(C(c2ccccc2)c2ccccc2)CC1)C1CCCCC1	-2	10	-18[20 µM]	-6	-4	1.3	0.9	·	0
CC1=NN(c2ccccc2)C(=O)/C1=C\c1cn(-c2ccccc2)nc1C	-10	17	-20	0	-10	1.0	0.9	-0.44	-6

Structural class: the compounds so far with an aryl thioether with sulfur outside any ring
molecule	TbHK1 inh	PPC-1+TRAIL kill	Furin inhibitor	Thrombin inh	EBV gp42 inh	TRPML3 agonist	TRPN1 ag	Cl transport mod	m-calpain inh
CC1(C)C(=O)Nc2ccccc2N1C(=O)CSc1ncccn1	6	27	-4	2	-1	0.0	0.4	-0.6	2
CN(C)CCNC(=O)c1c(CSc2ccccc2)noc1C(=O)NCc1ccccc1	6	5	-33	6	-19	·	·	-0.55	-11
CSc1nnc(-c2cc(C)on2)n1-c1ccccc1	32	3	-6	-2	7	0.9	-0.8	-0.61	11
CC(Sc1nnc(-c2ccc(O)cc2)o1)C(=O)Nc1cccc2ccccc12 (centres undefined)	-11	-30	-11[20 µM]	2	5	0.0	-0.9	·	49
CN(Cc1ccccc1)C(=O)CSc1nc2cc(C(=O)N3CCC(C(N)=O)CC3)ccc2c(=O)n1-c1ccccc1	-14	2	-12	2	-16	1.1	0.2	-0.1	-8
COc1ccccc1NC(=O)CSc1nnc(-c2ccccn2)n1Cc1ccco1	3	1	-3	-10	-1	-0.5	-1.1	·	-39
CCn1c(SCC(=O)N2CCN(c3ccc(F)cc3)CC2)nc2ccccc2c1=O	1	30	-8[20 µM]	-5	5	-0.1	0.0	-0.69	-37
CCn1c(SCC(=O)c2c(N)n(C)c(=O)n(C)c2=O)nnc1-c1ccccc1	28	-8	-9	-4	0	0.7	0.6	1.3	-3
Cn1ccnc1Sc1ccccc1[N+](=O)[O-]	2	-2	-13	0	-15	1.0	1.4	-1.3	5
O=C(O)CCn1c(SCc2cc(=O)n3ccccc3n2)nc2ccsc2c1=O	-21	9	-12	15	-15	-0.6	0.6	-0.35	-28

m-calpain inh, what is marked active above.
SMILES | TbHK1 inh | Furin inhibitor | Thrombin inh | EBV gp42 inh | TRPML3 agonist | Cl transport mod | m-calpain inh
CCC1CCCCN1C(=O)c1ccc(OC2CCN(C(=O)C3CC3)CC2)cc1 (centres undefined) | 9 | -7 | 1 | -6 | 0.8 | 0.93 | 57*
